# Pf gamet viab: late stage P. falciparum gametocyte viability inhibitors, primary screen, ATP luminescence, HTS | P. falciparum stage V gametocytes, 24 h | inhibition, % at 10.9 µM | 150,000 compounds, 0.065% hits | AID 743093, 2013;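 active = inhibition above the mean plus 3 SD of compounds within the control limits, set per campaign, cut at about 38% in these data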;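 note: 0% = DMSO wells and 100% = medium only without gametocytes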
# HRas wt GTP: modulators of GTP binding to HRas wildtype, primary screen, biochemical, bead-based flow cytometry, multiplex | GST-Ras wt beads, Bodipy-FL-GTP binding; actives lie on both sides | GTP binding activity, % at 10 µM | AID 759, 2007 | GTPase HRas (Homo sapiens), P01112 | 190,000 compounds, 0.14% hits;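 active = GTP binding activity at least 20% away from the 100% baseline, either lowered as inhibitor or raised as activator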;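 note: 0% = unlabeled GTP competition control and 100% = no-compound control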
# Rab7 wt GTP bind: modulators of GTP binding to Rab7, primary screen, biochemical, wildtype, multiplex bead flow cytometry; Rab7 GTPase wild type (dog), Bodipy-FL-GTP binding; GST-Rab7 beads, fluorescent GTP binding; actives lie on both sides; untreated = 100%, excess cold GTP = 0%; GTP binding activity (percent of control), % at 10 µM; 190,000 compounds, 0.055% hits; AID 758, 2007;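 active = fluorescent GTP binding to Rab7 beads changed by at least 20 points from the 100% baseline, either direction, mostly lower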;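 note: median green fluorescence of bound Bodipy-FL-GTP per Rab7 bead population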
# Mcl1-Noxa inh: Mcl-1/Noxa binding inhibitors, primary screen, biochemical, TR-FRET, 1536-well; Induced myeloid leukemia cell differentiation protein Mcl-1 (Homo sapiens), Q07820; TR-FRET Mcl-1/Noxa peptide binding, 2 h; inhibition, % at 21.7 µM; 220,000 compounds, 1.5% hits; AID 1022, 2008;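 active = compounds that cut the protein-peptide binding signal by more than 50% relative to plate controls in a single-dose test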;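 note: His-tagged Mcl-1 with rhodamine Noxa BH3 peptide and terbium anti-His antibody; 0% = Mcl-1 plus Noxa peptide wells and 100% = peptide-only wells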
# Target sequence (Q07820 whole entry, looked up): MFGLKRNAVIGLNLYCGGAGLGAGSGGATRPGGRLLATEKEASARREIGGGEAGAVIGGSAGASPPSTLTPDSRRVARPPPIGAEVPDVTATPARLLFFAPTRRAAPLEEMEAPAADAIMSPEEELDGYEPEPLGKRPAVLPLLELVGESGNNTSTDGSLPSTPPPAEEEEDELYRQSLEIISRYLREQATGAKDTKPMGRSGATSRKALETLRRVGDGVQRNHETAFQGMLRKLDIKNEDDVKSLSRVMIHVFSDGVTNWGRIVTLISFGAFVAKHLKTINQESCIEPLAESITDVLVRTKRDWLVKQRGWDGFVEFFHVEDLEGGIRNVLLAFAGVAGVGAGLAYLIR
# Cdc42 wt: modulators of GTP binding to wildtype Cdc42, primary screen, biochemical, multiplex bead flow cytometry, Bodipy-GTP; AID 761, 2007; percent activity (GTP binding), % at 10 µM; GST-Cdc42 beads; actives lie on both sides; Cell division control protein 42 homolog (Homo sapiens), P60953; 190,000 compounds, 0.2% hits;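 active = percent activity GTP binding at least 20 points away from the 100% baseline, either down as inhibitor or up as activator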;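 note: median bead fluorescence of bound Bodipy-FL-GTP at 100 nM; 0% = excess unlabeled GTP control and 100% = no compound control; below 100% means less GTP binding so inhibitor and above means activator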
# Rac1 mut GTP: GTP binding modulators of activated mutant Rac1, primary screen, biochemical, bead-based flow cytometry, multiplex, fluorescent GTP; Ras-related C3 botulinum toxin substrate 1 (Homo sapiens), P63000; GST-Rac1 activated beads; actives lie on both sides; 100% means binding = to untreated wells; percent activity (GTP binding), % at 10 µM; 190,000 compounds, 0.11% hits; AID 764, 2007;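 active = GTP binding at least 20 percentage points away from the 100% baseline, in either direction, so actives lie on both sides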
# Rac1 wt modul: wildtype Rac1 GTP binding modulators, primary screen, biochemical, GST-Rac1 beads, flow cytometry, multiplex; GTP binding activity (% of control), % at 10 µM; fluorescent GTP binding; actives lie on both sides; 0 = cold GTP competed, 100 = untreated; 190,000 compounds, 0.27% hits; Ras-related C3 botulinum toxin substrate 1 (Homo sapiens), P63000;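 active = GTP binding activity at least 20 points away from the 100% control level, either lower or higher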
# ABCG2 inh: ABCG2 efflux pump inhibitors, primary screen, multiplex with ABCB1, IgMXP3 cells, flow cytometry; JC-1 efflux; Broad substrate specificity ATP-binding cassette transporter ABCG2 (Homo sapiens), Q9UNQ0; AID 1325, 2008; inhibition, % at 6.6 µM; 190,000 compounds, 0.1% hits;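 active = inhibition above 80%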;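 note: 0% = DMSO and 100% = nicardipine control wells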
# Target sequence (Q9UNQ0 whole entry, looked up): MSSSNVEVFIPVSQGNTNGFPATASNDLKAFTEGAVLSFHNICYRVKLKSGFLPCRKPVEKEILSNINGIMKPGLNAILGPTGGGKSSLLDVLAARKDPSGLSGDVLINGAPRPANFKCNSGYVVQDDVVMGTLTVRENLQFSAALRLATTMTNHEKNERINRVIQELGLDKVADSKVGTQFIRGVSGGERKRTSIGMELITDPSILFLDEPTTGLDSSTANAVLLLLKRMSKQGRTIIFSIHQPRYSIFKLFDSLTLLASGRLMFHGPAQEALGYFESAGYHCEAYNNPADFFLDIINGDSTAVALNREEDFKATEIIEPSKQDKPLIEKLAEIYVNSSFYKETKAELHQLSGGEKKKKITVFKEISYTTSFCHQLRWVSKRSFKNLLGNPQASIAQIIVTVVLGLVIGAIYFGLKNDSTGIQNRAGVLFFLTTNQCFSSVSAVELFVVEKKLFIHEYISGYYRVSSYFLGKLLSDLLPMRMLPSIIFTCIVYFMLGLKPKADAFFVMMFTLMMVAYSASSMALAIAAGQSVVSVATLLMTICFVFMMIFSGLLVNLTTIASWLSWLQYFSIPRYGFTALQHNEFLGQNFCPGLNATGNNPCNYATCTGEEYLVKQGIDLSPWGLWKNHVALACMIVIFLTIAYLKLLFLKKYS
#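 material = IgMXP3 (ABCG2) plus far-red-tagged CCRF-Adr (ABCB1) cells | amount = 3 million cells/mL, equal mix of both lines | also added = JC-1 transporter substrate | dosing = one concentration, 6.6 µM final | schedule = 10 min at 25 °C | measured by = flow cytometric JC-1 green MFI at 530 nm | read-out basis = percent efflux inhibition, scaled nicardipine 100% to DMSO 0%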
# ABCB1 inh: ABCB1 efflux pump inhibitors, primary screen, cell-based, multiplex, flow cytometry, ABCG2 counter-screen | inhibition, % at 6.6 µM | ATP-dependent translocase ABCB1 (Homo sapiens), P08183 | CCRF-Adr cells, JC-1 efflux | 190,000 compounds, 0.067% hits; in the data active = inhibition above about 40%;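 note: 0% = vehicle and 100% = reference inhibitor; higher value means more JC-1 retained so stronger ABCB1 efflux block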
# Rab2A wt mod: modulators of GTP binding to Rab2A wildtype, primary screen, biochemical, dog, bead-based flow cytometry, multiplex. GST-Rab2 wt beads, Bodipy-GTP binding. Ras-related protein Rab-2A (Canis lupus familiaris), P61105. GTP binding activity, % at 10 µM. 190,000 compounds, 0.19% hits;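 active = GTP binding activity at least 20 points away from 100%, either lowered or raised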;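 note: 0% = beads with excess unlabeled GTP and 100% = no-compound control corrected for plate trend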
# Avidin bead fluor: green autofluorescence of compounds with avidin beads – biophysical, 488/530 nm, flow cytometry, artefact control, profiling panel. fluorescence (KMESF) at 10 µM. 220,000 compounds, 0.38% hits. AID 1775, 2009. compound fluorescence 488/530 nm; active compounds read high; in the data active = fluorescence above about 47; note: inactives centre near 10
# * = called active by the depositor; x = not tested or not shown.
# Order of values – Pf gamet viab	HRas wt GTP	Rab7 wt GTP bind	Mcl1-Noxa inh	Cdc42 wt	Rac1 mut GTP	Rac1 wt modul	ABCG2 inh	ABCB1 inh	Rab2A wt mod	Avidin bead fluor
1. COc1ccc(N(C(=O)COc2ccc(C)cc2)S(=O)(=O)c2ccc(C)cc2)cc1
→ -9.0	99.0	101.0	30.8	101.0	98.0	102.0	11.1	4.5	98.0	13
2. NS(=O)(=O)c1cccc(NC(=O)COC(=O)Cc2ccc(Cl)cc2)c1
→ x	91.0	93.0	41.0	95.0	93.0	89.0	-0.3	0.3	93.0	14
3. COc1ccc(/C=C/C(=O)OCC(=O)c2c(N)n(C)c(=O)n(C)c2=O)cc1
→ -24.9	94.0	91.0	-3.2	99.0	94.0	99.0	-0.8	-0.1	93.0	2
4. COc1ccc(N2C(=O)C(=O)/C(=C(/O)c3ccc(C)cc3)C2c2cccnc2)cc1 (stereo unspecified)
→ 11.6	92.0	97.0	32.4	90.0	92.0	96.0	-1.9	-0.3	87.0	2
5. Cc1ccc(C(=O)NCC(=O)OCC(=O)c2c(N)n(C)c(=O)n(C)c2=O)s1
→ x	100.0	100.0	19.1	99.0	99.0	100.0	1.3	0.1	99.0	8
6. CS(=O)(=O)N1CCc2ccccc2C1
→ x	93.0	91.0	3.1	99.0	93.0	95.0	2.2	1.3	94.0	15
7. CC(C)c1ccc(NC(=O)NC2CCCCC2)cc1
→ x	102.0	98.0	3.3	101.0	96.0	99.0	6.0	0.2	99.0	12
8. Cc1cc(Nc2cccc(F)c2)nc(NCc2ccccc2)n1
→ 12.6	103.0	100.0	25.2	101.0	101.0	107.0	0.0	-0.1	102.0	15
9. O=[N+]([O-])c1cc(/C=N\O)ccc1Oc1ccc(F)cc1
→ 24.5	95.0	93.0	-0.3	97.0	96.0	98.0	0.4	-0.1	94.0	5
10. CCc1nnc(SCc2ccc(OC)c(Br)c2)n1N
→ -35.3	101.0	102.0	-1.7	102.0	99.0	105.0	7.9	0.9	100.0	15
11. COc1ccc(C)cc1NC(=O)CSc1nnc(-c2ccc(OC)c(OC)c2)n1N
→ 18.7	104.0	106.0	12.8	102.0	99.0	101.0	7.1	0.4	101.0	22
12. Cc1[nH]c2ccccc2c1/C=C/c1nc2ccccc2c(=O)n1CCO
→ 4.5	95.0	96.0	16.4	96.0	95.0	92.0	-0.4	0.0	95.0	24
13. CN(C)CCCN(C(=O)CCc1ccccc1)c1nc2ccc(Br)cc2s1
→ 18.5	101.0	104.0	19.5	102.0	99.0	102.0	2.5	0.6	103.0	13
14. CCCCn1nnnc1NCc1ccc(N2CCCC2)cc1
→ 19.5	100.0	99.0	11.6	102.0	99.0	105.0	2.7	0.8	100.0	14
15. CCO[C@H]1OC(C(=O)N2CCN(Cc3ccc4c(c3)OCO4)CC2)=C[C@@H](c2ccccc2)[C@@H]1CCCO
→ x	98.0	105.0	3.6	97.0	96.0	97.0	5.6	1.8	99.0	5
16. CCOC(=O)C1(Cc2cccc(OC)c2)CCCN(Cc2ccc(NC(C)=O)cc2)C1 (stereo unspecified)
→ 3.0	97.0	102.0	6.4	95.0	97.0	98.0	0.5	1.7	98.0	3
17. Cc1ccc(OCCn2cnc3c(N)ncnc32)cc1
→ x	104.0	105.0	17.1	101.0	99.0	105.0	7.9	-1.3	103.0	14
18. O=C(CN1C(=O)CCSc2ccccc21)Nc1ccc2c(c1)OCO2
→ 6.9	101.0	99.0	5.3	103.0	101.0	105.0	6.0	0.9	100.0	11
19. Cc1c(C(=O)NCCc2ccc3c(c2)OCCO3)oc2ccccc12
→ x	98.0	99.0	7.6	97.0	96.0	100.0	0.6	0.1	98.0	41
20. CCC(C)(C(=O)NC1CCCC1)N(C(=O)CC1NC(=O)NC1=O)c1ccc(C)cc1 (stereo unspecified)
→ x	101.0	98.0	-5.4	101.0	99.0	105.0	-1.0	0.0	96.0	7
21. COc1cccc(C(=O)NCc2cccnc2)c1
→ 21.4	102.0	101.0	-11.7	107.0	101.0	111.0	6.7	-0.3	101.0	28
22. CN(C)c1ccc(C(CC(=O)c2ccccc2)C2CCCCC2=O)cc1 (stereo unspecified)
→ -4.4	99.0	100.0	49.4	100.0	98.0	102.0	1.1	0.8	97.0	6
23. Cc1cc(Cl)ccc1OCc1nc(-c2ccc(O)cc2)n[nH]1
→ x	99.0	100.0	26.7	99.0	98.0	100.0	7.6	0.5	100.0	12
24. O=C(CCN1C(=O)c2ccccc2C1=O)Oc1ccc2ccccc2c1
→ x	99.0	94.0	-19.5	100.0	97.0	99.0	1.6	0.3	99.0	15
25. Cc1nccn1-c1ccc(C(F)(F)F)cc1NC=O
→ x	100.0	98.0	11.2	99.0	97.0	99.0	1.7	0.2	97.0	4
26. O=C(NC1CCN(Cc2ccccc2)CC1)C1COc2ccccc2O1 (stereo unspecified)
→ x	101.0	100.0	-1.6	101.0	99.0	103.0	2.0	1.0	101.0	5
27. O=C(CSC1=Nc2ccccc2C2=NC(CC(=O)NCc3ccco3)C(=O)N12)NCC1CCCO1 (stereo unspecified)
→ x	100.0	98.0	2.9	100.0	99.0	100.0	0.5	0.1	100.0	33
28. COc1ccc(NCC(=O)Nc2ccc(Cl)cc2C)c(OC)c1
→ x	100.0	102.0	9.4	102.0	98.0	102.0	1.5	0.6	100.0	11
29. OCCCNC(=S)Nc1ccc2nccnc2c1
→ x	97.0	96.0	15.9	99.0	97.0	99.0	2.2	0.7	97.0	13
30. CCCCNCCCOc1ccc(C)cc1Br
→ x	100.0	98.0	31.6	99.0	98.0	99.0	0.6	0.3	98.0	10
31. COCCNC(=O)CN(C(=O)CCC(=O)Nc1ccccn1)c1ccc(F)cc1
→ 9.1	101.0	99.0	10.6	102.0	99.0	99.0	1.6	0.5	102.0	12
32. O=C1CC(N2CCN(c3nc4ccccc4s3)CC2)C(=O)N1c1ccc(F)cc1 (stereo unspecified)
→ x	100.0	99.0	5.7	105.0	102.0	107.0	9.6	0.9	100.0	11
33. N#CC1(Cc2ccc([N+](=O)[O-])cc2)c2ccccc2C=CN1C(=O)c1ccccc1 (stereo unspecified)
→ 6.7	97.0	97.0	-1.7	96.0	95.0	95.0	3.4	0.7	95.0	5
34. CCCCn1cnc2c1c(=O)n(C)c(=O)n2C
→ x	99.0	100.0	2.0	101.0	97.0	106.0	2.5	-1.1	102.0	30
35. Cc1nc([N+](=O)[O-])c(N2CCN(C)CC2)n1Cc1ccccc1
→ x	104.0	103.0	17.5	103.0	99.0	102.0	5.3	0.2	103.0	8
36. O=C(Cn1ncc(Cl)c(Cl)c1=O)N1CCN(S(=O)(=O)c2ccc3ccccc3c2)CC1
→ -30.3	99.0	98.0	-3.1	100.0	97.0	100.0	4.5	7.3	98.0	10
37. CCNC(=O)COC(=O)c1ccc(-c2nc3ccccc3s2)s1
→ 15.8	93.0	94.0	-18.3	96.0	89.0	97.0	8.9	0.8	94.0	8
38. COc1ccc(OC(=O)C2CC(=O)N(c3ccc(C)cc3)C2)cc1 (stereo unspecified)
→ 10.6	100.0	101.0	-2.0	100.0	96.0	102.0	2.0	0.1	99.0	9
39. O=C(c1ccc(Cl)nc1)N1CCc2ccccc2C1
→ x	100.0	99.0	-0.4	101.0	97.0	99.0	1.2	0.3	100.0	12
40. Cc1ccc(NC(=O)c2c(-c3ccccc3)noc2C)nc1
→ x	101.0	100.0	-8.9	98.0	101.0	99.0	2.9	0.2	101.0	10
41. Cc1ccc(S(=O)(=O)CC2CSc3nnc(C)c(=O)n32)cc1 (stereo unspecified)
→ x	98.0	94.0	-4.0	96.0	95.0	94.0	11.3	1.1	93.0	13
42. COc1ccccc1NC(=O)C1=C(C)NC(=O)NC1c1ccccc1[N+](=O)[O-] (stereo unspecified)
→ -3.7	99.0	103.0	34.8	97.0	97.0	98.0	0.5	0.4	98.0	28
43. Cc1[nH]nc(SCC(=O)N2CCCCC2)c1[N+](=O)[O-]
→ -0.8	104.0	102.0	3.2	105.0	102.0	110.0	-0.9	-0.2	101.0	11
44. CCOc1ccccc1N(CC(=O)Nc1ccc(C)cc1)S(C)(=O)=O
→ x	102.0	99.0	12.1	105.0	99.0	105.0	50.4	0.6	103.0	26
45. COc1ccc2oc(-c3ccc(C)c(NC(=O)CSc4ccc(Cl)cc4)c3)nc2c1
→ x	104.0	101.0	35.5	107.0	101.0	106.0	0.4	0.1	105.0	6
46. CCN(CC)CCNC(CC(=O)Nc1ccc(Cl)cc1Cl)C(=O)O (stereo unspecified)
→ 10.4	94.0	94.0	9.4	93.0	92.0	95.0	0.2	0.3	97.0	16
47. O=C(Nc1nnc(COc2ccccc2)s1)c1ccco1
→ x	100.0	93.0	0.0	103.0	98.0	103.0	3.0	0.2	97.0	36
48. Cc1cc(C)n(-c2ccc(C(=O)OCn3nnc4ccccc4c3=O)cc2)n1
→ 17.5	99.0	101.0	7.4	96.0	98.0	101.0	21.9	3.9	100.0	12
49. CC(OC(=O)C1=COCCO1)C(=O)Nc1ccc(Oc2ccccc2)cc1 (stereo unspecified)
→ x	99.0	99.0	12.2	100.0	100.0	101.0	7.0	1.5	97.0	27
50. Cc1ccc(-c2ccnc(-c3ccc(O)cc3)n2)cc1
→ -13.2	90.0	92.0	15.7	90.0	93.0	92.0	0.6	-0.6	97.0	9
51. CCOC(=O)c1[nH]c(C)c(C(=O)N(C)Cc2ccccc2)c1C
→ -10.6	100.0	96.0	16.0	102.0	99.0	103.0	3.4	0.9	98.0	10
52. O=C(CCc1nc2ccccc2c(=O)[nH]1)NCc1ccco1
→ 2.8	98.0	100.0	7.7	97.0	98.0	100.0	-0.7	0.1	99.0	10

# Assay outcomes from PubChem.
